Screening data deposited in PubChem BioAssay by National Center for Advancing Translational Sciences (NCATS).
Epigenetic mod: qHTS Assay for Epigenetic Modulators. mouse C127i GFP locus derepression, cytometry, 30 h. Potency, µM (titrated, usually from 46.1 µM), without a hit: top-dose GFP derepression (activation). hit rate 0.09% among 68,000. AID 597, 2007; further: % of control where 0% means no effect
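Murine C127i mammary cells carrying a silenced, stably integrated CMV-driven GFP reporter were treated with compound for 30 hours at 37 C. After PBS washes, GFP-positive cells were counted by laser-scanning microplate cytometry.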
4MU fluor: qHTS Assay for Spectroscopic Profiling in 4-MU Spectral Region; compound autofluorescence, 340/450 nm, 4-MU equivalents; stronger effect = higher value; max dye-equivalent concentration, M; hit rate 11% among 59,000; in the data active means max dye-equivalent concentration above about 10 nM; inconclusive means mostly about 1.1 nM to 9.6 nM
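Compounds in 100 mM Tris, pH 8.0, sat 15 min at room temperature before fluorescence was read at 340 nm excitation/450 nm emission; a per-plate six-point 4-MU standard curve converted signals to dye-equivalent concentration at each compound concentration.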
HEK293 cAMP ctrl: qHTS Assay for Agonists of the Thyroid Stimulating Hormone Receptor: Activators of Intracellular cAMP Concentrations in Parental HEK 293 | parental HEK293 CNG cAMP sensor, membrane potential fluorescence | Potency, µM (titrated, usually from 57.1 µM), for inactives: at the highest dose activation, hits mostly activators | hit rate 2.5% among 73,000 | AID 938, 2007; further: potency means the concentration at half of the fitted maximal effect; % of control where 0% means no effect; nearly all actives have a fitted effect of over 55% in size
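Parental HEK 293 cells stably expressing a modified CNG channel (no TSHR) report cAMP rise as membrane depolarization. Membrane potential dye with 100 uM RO 20-1724 was loaded for 60 min at room temperature, then compound added for 30 min; fluorescence read at 590 nm.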
A350 fluor: qHTS Assay for Spectroscopic Profiling in A350 Spectral Region; AID 590, 2007; Compound autofluorescence, 340/450 nm, Alexa 350 dye-equivalents; stronger effect = higher value; max dye-equivalent concentration, M; hit rate 11% among 59,000; in the data active means max dye-equivalent concentration above about 10 nM; inconclusive means mostly about 1.1 nM to 9.6 nM
Fluorescein fluor: qHTS Assay for Spectroscopic Profiling in Fluorescein Spectral Region; Compound autofluorescence, 480/540 nm, fluorescein-equivalent; stronger effect = higher value; max fluorescein-equivalent concentration, M; hit rate 0.91% among 59,000; AID 593, 2007; in the data active means max fluorescein-equivalent concentration above about 10 nM; inconclusive means between about 1.1 nM and that limit
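Read-out is intrinsic compound fluorescence at 480/540 nm (excitation/emission), expressed as dye-equivalent concentration using a fluorescein standard series run on every plate. Compounds sat 15 min at room temperature in 100 mM Tris, pH 8.0.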
BRCT inh red: qHTS Assay for Inhibitors of BRCT-Phosphoprotein Interaction (Red Fluorophore); Potency, µM (titrated, usually from 76.9 µM), for inactives: at the highest dose activity change, negative = inhibition, most hits filed as inhibitors; BRCT-phosphopeptide binding, red fluorescence polarization; Breast cancer type 1 susceptibility protein (Homo sapiens), P38398; hit rate 0.03% among 75,000; further: on the % scale 0 is the no-effect control and ±100 the full control effect
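Rhodamine-labelled pBACH1 10-mer (100 nM) bound to BRCT domain (100 nM) at pH 7.3; compounds incubated 12 min room temperature, polarization read. Free peptide defines full inhibition; unlabelled decapeptide titrated as control.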
BRCT PPI green: qHTS Assay for Inhibitors of BRCT-Phosphoprotein Interaction (Green Fluorophore). Breast cancer type 1 susceptibility protein (Homo sapiens), P38398. hit rate 0.05% among 75,000. BRCA1 BRCT-phosphopeptide binding, green fluorescence polarization. AID 875, 2007. Potency, µM (titrated, usually from 76.9 µM), inactives show at the top dose activity change, negative = inhibition, usual class: inhibitors;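 further: potency means the concentration at half of the fitted maximal effect; plate controls were peptide without protein for full effect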
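Compounds were incubated for 12 min at room temperature with a complex of 100 nM fluorescein-tagged pBACH1 decapeptide and 250 nM His-tagged BRCT protein. Buffer was phosphate pH 7.3 with EDTA, DTT and Tween 20. Disruption of binding lowers the polarization signal.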
UbGFP stabilizer: Ubiquitin-GFP Assay. Ubiquitin-GFP reporter cells, proteasome inhibition, GFP fluorescence; response scale: untreated = 0%, 10 µM MG-132 = 100%. Potency, µM (series often up to 45.9 µM), for the others: at the highest dose activation (GFP accumulation), actives largely listed as activators. 67,000 tested, under 10 active. AID 526, 2006; active means well fitted activation curve with a large enough effect, not every such curve was filed as active; inconclusive means small, poorly fitted or top-dose-only effect, or another doubt; inactive means no such curve, though single readings can be large or run the other way; further: potency means the concentration at half of the fitted maximal effect
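GFP accumulation read-out: laser plate cytometry counting ubiquitin(G76V)-GFP-expressing U2OS cells after 4 hr compound exposure at 37 °C. Titrations spanned 46 uM to 2.9 nM; 0% = basal, 100% = 10 uM MG-132; concentration-response curves fitted.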
Caspase-7 inhib: qHTS Assay for Allosteric/Competitive Inhibitors of Caspase-7. P55210. AID 889, 2007. recombinant caspase-7, Ac-DEVD-AFC fluorescence rate. hit rate 0.02% among 75,000. Potency, µM (top dose mostly 57.5 µM), without a hit: top-dose activity change, negative = inhibition, actives largely listed as inhibitors; active means well fitted inhibition curve with a large enough effect in the main read-out, with a control signal flat, not every such curve was filed as active; inconclusive means small, poorly fitted or top-dose-only effect, or a change in a side signal; further: potency means the concentration at half of the fitted maximal effect; % of control where 0% means no effect
Casp1 inh: qHTS Assay for Allosteric/Competitive Inhibitors of Caspase-1 | AID 900, 2007 | P29466 | Potency, µM (top dose mostly 57.5 µM), inactives show top-dose activity change, negative = inhibition, actives largely listed as inhibitors | Caspase-1 enzyme, Ac-WEHD-AFC fluorogenic rate | hit rate 0.03% among 75,000;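 further: potency means the concentration at half of the fitted maximal effect; plate controls were vehicle for no effect and no substrate for full effect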
Target sequence (P29466 120-297 limits assumed): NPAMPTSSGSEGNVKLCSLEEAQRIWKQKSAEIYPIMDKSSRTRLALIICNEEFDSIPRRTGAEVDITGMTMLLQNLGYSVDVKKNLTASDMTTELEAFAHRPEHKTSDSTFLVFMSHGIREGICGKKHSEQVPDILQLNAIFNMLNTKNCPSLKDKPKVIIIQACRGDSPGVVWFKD
Target sequence (P29466 317-404 limits assumed): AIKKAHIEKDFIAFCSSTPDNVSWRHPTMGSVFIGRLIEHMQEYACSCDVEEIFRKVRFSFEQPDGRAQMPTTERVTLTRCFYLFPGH
USP2a inhib: qHTS Assay for Inhibitors of Ubiquitin-specific Protease USP2a. Ubiquitin carboxyl-terminal hydrolase 2 (Homo sapiens), O75604. USP2a enzymatic assay, qHTS inhibition. Potency, µM (series often up to 38.3 µM), for inactives: at the highest dose activity change, negative = inhibition, most hits filed as inhibitors. hit rate 0.1% among 60,000;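 further: potency means the concentration at half of the fitted maximal effect; nearly all actives have a fitted effect of over 60% in size; plate controls were DMSO for no effect and NEM full inhibition control for full effect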
Target sequence (O75604 whole entry, looked up): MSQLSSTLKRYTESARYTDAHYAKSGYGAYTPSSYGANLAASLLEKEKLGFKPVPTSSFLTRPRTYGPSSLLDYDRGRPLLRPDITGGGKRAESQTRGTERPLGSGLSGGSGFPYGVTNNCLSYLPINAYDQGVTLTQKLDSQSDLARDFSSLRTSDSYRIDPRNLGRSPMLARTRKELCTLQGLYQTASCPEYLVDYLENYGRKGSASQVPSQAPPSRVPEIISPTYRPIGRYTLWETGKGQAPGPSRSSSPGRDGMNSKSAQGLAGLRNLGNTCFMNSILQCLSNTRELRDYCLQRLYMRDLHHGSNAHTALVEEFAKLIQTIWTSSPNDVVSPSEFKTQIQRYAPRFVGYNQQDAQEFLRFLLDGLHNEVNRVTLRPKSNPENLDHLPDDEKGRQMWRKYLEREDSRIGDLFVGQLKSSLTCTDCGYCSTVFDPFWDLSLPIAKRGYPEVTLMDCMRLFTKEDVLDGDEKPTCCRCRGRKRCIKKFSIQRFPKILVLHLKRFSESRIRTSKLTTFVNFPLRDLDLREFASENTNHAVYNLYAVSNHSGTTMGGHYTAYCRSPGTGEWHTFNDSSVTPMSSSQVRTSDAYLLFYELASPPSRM
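Coupled readout: USP2-cleaved Ub-PLA2 (20nM final) turns over NBD C6-HPC (20uM final), Ex 460nm/Em 535nm after 2.5 h, time-zero read flagging artifacts. Enzyme (20nM final, pH 8.0 Tris) given 30 min RT with compound first; NEM defines full inhibition.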
The depositor's hits bear a star; i = inactive; ? = inconclusive; . = not tested or not shown; [ ] = dose if it differs, or a comment. Unless noted, the call rests on the fitted dose curve; in most records, active means well fitted curve in the direction sought with a large enough effect; inconclusive means small, poorly fitted or top-dose-only effect, or another doubt; inactive means no such curve, though single readings can be large; an effect the other way counts as inactive or inconclusive. Only part of the results is shown (hit frequency here may not be typical).

SMILES	Epigenetic mod	4MU fluor	HEK293 cAMP ctrl	A350 fluor	Fluorescein fluor	BRCT inh red	BRCT PPI green	UbGFP stabilizer	Caspase-7 inhib	Casp1 inh	USP2a inhib
Clc1ccc(OCc2nc(-c3ccncc3)no2)c(Br)c1	-6%	.	?	.	.	0.5%	4.7%	13%	-6%	-3%	.
Oc1c(Br)cc(CN(Cc2cc(Br)c(O)c(Br)c2)C2CCCCC2)cc1Br	-2%[9.22 µM]	i	3%[11.4 µM]	i	i	0.8%[15.4 µM]	-0.7%[15.4 µM]	-3%[9.17 µM]	-2%[11.5 µM]	-2%[11.5 µM]	.
CC1(c2ccc3c(c2)OCO3)NC(=O)N(CC(=O)NCCC2=CCCCC2)C1=O (stereo not drawn)	7%	i	11%	i	?	0.6%	-0.3%	-1%	-1%	1%	8%
O=C(O)c1cccc(C[C@H](Br)C(=O)O)c1	10%[9.22 µM]	i	10%[11.4 µM]	i	i	-2.7%[15.4 µM]	-4.3%[15.4 µM]	5%[9.17 µM]	0%[11.5 µM]	-1%[11.5 µM]	.
Cn1c(=O)c2c(nc(CN3CCc4ccccc4C3)n2Cc2cccc(Cl)c2)n(C)c1=O	.	.	15%	.	.	-3.7%	6.0%	6%	-4%	-7%	.
Cc1nn(Cc2c(Cl)cccc2Cl)c(C)c1NC(=O)c1cc(C(C)C)on1	-2%	.	12%	.	.	-0.7%	2.0%	4%	-2%	-1%	.
O=C1Nc2ccc(Br)cc2C1(O)Cc1ccccn1 (stereo not drawn)	.	.	-18%	.	.	-2.1%	-4.1%	.	-4%	-5%	.
Cc1ccc2c(c1)N(CC(=O)NCCc1c[nH]c3ccccc13)C(=O)CO2	1%	i	3%	i	i	-1.5%	-1.6%	1%	0%	0%	11%
CCCc1ccc2c(N)c(C#N)sc2n1	-2%	.	-5%	.	.	1.9%	-3.3%	-1%	-3%	-8%	2%
Cc1nnc(SCC(=O)Nc2ccc3c4c(cccc24)CC3)n1C	2%	.	-2%	.	.	-0.6%	-2.2%	17%	0%	-1%	16%
Cc1ccc(C)c(S(=O)(=O)N2CCC(c3nc4c(nnn4Cc4ccc(F)cc4)c(=O)[nH]3)CC2)c1	0%	i	5%	i	?	-1.6%	1.2%	6%	-2%	-1%	61%[activator]
COc1ccc(CNC(=O)C(c2cccs2)N(C(=O)c2csnn2)C2CC2)cc1 (stereo not drawn)	2%	1.1e-08M*	22%	1.1e-08M*	i	0.4%	0.5%	2%	-1%	1%	0%
COc1c(-c2ccc(O)c(O)c2)oc2cc(O)cc(O)c2c1=O	-7%[9.22 µM]	i	-6%	i	i	0.0%	-0.2%	-3%	-2%	1%	.
Cc1cc(C)n2c(=S)[nH]nc2n1	-2%	i	8%	i	i	0.0%	-2.3%	10%	0%	3%	-4%
CCOC(=O)N1CCN(C(=O)CN2C(=O)COc3ccc(C(C)(C)C)cc32)CC1	2%	i	5%	?	i	0.3%	-3.9%	-3%	-2%	-3%	-4%
N#Cc1nc(-c2ccccc2F)oc1NCCc1ccccn1	-2%	?	12%	?	?	0.5%	-3.5%	1%	-1%	3%	-5%
O=C(NCc1ccco1)C1CCN(S(=O)(=O)N2CCC3(CC2)OCCO3)CC1	0%	i	1%	i	i	0.2%	-1.1%	-11%	-1%	3%	-9%
CC(=O)N(CC1CCCO1)c1nnc(-c2ccccn2)s1 (stereo not drawn)	-2%	i	-2%	i	?	-5.8%	-0.8%	-1%	-1%	0%	2%
COc1cc(S(=O)(=O)n2nnc3ccccc32)c(OC)cc1Cl	0%	i	?	i	?	1.0%	1.4%	2%	0%	4%	7%
O=C1NCCN1Cc1ccccc1F	-2%	i	7%	i	i	-1.0%	-2.2%	.	-1%	-1%	-1%
Cc1ccc(OCc2nc(C#N)c(NCCCn3ccnc3)o2)cc1	1%	i	19%	i	?	-0.2%	0.2%	-6%	-1%	0%	-4%
COc1ccc(CNC(=O)C2CCCN2S(=O)(=O)c2ccc(S(=O)(=O)N(C)C)cc2)cc1 (stereo not drawn)	-2%	i	5%	i	i	0.2%	-2.4%	-4%	-1%	1%	9%
CCOC1OC2C(CO)OC(n3cnc4c(N)ncnc43)C2O1 (stereo not drawn)	.	.	3%	.	.	0.5%	-0.4%	-4%	1%	-2%	.
O=C(CCCCn1c(=O)[nH]c2ccccc2c1=O)N1CCN(c2ncccn2)CC1	.	.	?	.	.	0.4%	1.5%	12%	-1%	-2%	.
O=C(NCc1cccnc1)c1cccc(S(=O)(=O)N2CCOCC2)c1	8%	.	-8%	.	.	1.3%	-0.8%	-7%	1%	0%	-3%
CCC(=O)N1CCc2cc(Br)cc(S(=O)(=O)NCCN3CCCCC3C)c21 (stereo not drawn)	2%	i	15%	i	i	0.0%	1.6%	5%	2%	1%	7%
Cc1ccc2nc(C(F)OC(F)(F)F)[nH]c2c1 (stereo not drawn)	0%	i	9%	i	i	0.1%	-0.8%	15%	0%	0%	-8%
O=C(CN1CCC(c2nc3ccccc3s2)CC1)NCc1cccs1	-5%	i	29%	i	i	0.3%	2.3%	7%	-1%	1%	16%
COC(=O)[C@@]1(Cc2ccccc2)[C@H]2c3cc(C(=O)N4CCCC4)n(Cc4ccccn4)c3C[C@H]2CN1C(=O)c1ccccc1	.	.	3.2µM*	.	.	0.4%	1.3%	.	-3%	-2%	.
COCCCNC(=O)CC(NS(=O)(=O)c1ccc(C)cc1)c1ccco1 (stereo not drawn)	1%	i	10%	i	i	-1.2%	-0.4%	?	2%	3%	-5%
CCOC(=O)N1CCN(C(=O)CN(c2ccc(Cl)c(C(F)(F)F)c2)S(C)(=O)=O)CC1	-2%	.	15%	.	.	-1.9%	-1.1%	0%	-1%	-1%	6%
CSc1nc2ccccc2n1CC(=O)N1CCCCC1	-2%	i	1%	?	i	-0.5%	-2.2%	0%	1%	-3%	.
Cc1cc(C)n(-c2nc(NCC3CCCO3)c3c4c(sc3n2)COC(C)(C)C4)n1 (stereo not drawn)	2%	2.9e-07M*	25µM*	3.8e-07M*	?	0.8%	-0.6%	.	-4%	-5%	22%
CCOC(=O)Cn1c(N)c(C(=O)OC)sc1=S	2%	i	-10%	i	i	-0.6%	-0.6%	.	-1%	-1%	2%
CSc1[nH]c(=O)c(C(=O)O)cc1C#N	0%	i	11%	i	?	-1.1%	-1.1%	0%	-3%	-1%	-5%
CCn1c(=O)c2c(nc(SCC(=O)NCC3CCCO3)n2C)n(C)c1=O (stereo not drawn)	5%	i	8%	i	i	0.5%	-0.3%	2%	1%	-1%	-3%
O=C(CSc1nccn1-c1ccc(Cl)cc1)Nc1ccc2c(c1)OCO2	4%	i	28%	i	?	-1.4%	-0.9%	3%	-3%	-2%	2%
CCOC(=O)c1nnn(-c2nonc2N)c1-c1ccc(OCC)cc1	2%	i	?	i	?	-1.9%	-4.1%	1%	-1%	-2%	-8%
COc1ccc(N2CCN(C(=O)CSc3ncnc4c3cnn4-c3ccccc3C)CC2)cc1	-3%	i	11%	i	?	0.1%	-3.3%	-5%	1%	-3%	2%
O=C(CSc1nnc(Cc2cc(=O)[nH]c(=O)[nH]2)n1-c1ccc(Cl)cc1)NC1CCCC1	.	.	4%	.	.	-2.1%	-1.1%	0%	-1%	0%	.
CS(=O)(=O)N(CC(=O)N1CCN(c2cccc(Cl)c2)CC1)c1ccccc1	-1%	i	23%	i	?	1.2%	0.6%	-4%	-2%	1%	5%
CC1=C(C)CS(=O)N(c2ccc(S(N)(=O)=O)cc2)C1 (stereo not drawn)	?	i	-26%	i	i	-2.5%	-0.2%	3%	-4%	-5%	-12%
O=C(c1cccc(F)c1)N1CCc2ccccc21	0%	.	9%[11.4 µM]	.	.	0.3%	-1.4%	-1%[9.17 µM]	0%	0%	6%[7.66 µM]
CCc1ccc(C(=O)Nc2ccc(S(=O)(=O)Nc3nc(C)cc(C)n3)cc2)o1	3%	i	4%	i	?	-2.3%	-1.0%	1%	-1%	1%	-6%
COc1ccc(NC(=O)Cn2c(C)cc(=O)c3cccc(OC)c32)cc1	-2%	i	5%	i	i	1.0%	-2.0%	18%	2%	0%	1%
